Keap1-Nrf2 PPI: disrupts human Keap1 binding to Nrf2 peptide | Q14145 | inhibition, % at 9.4 µM | Keap1 Kelch-Nrf2 peptide fluorescence polarization, 1536-well | AID 504523 | 340,000 tested, 0.15% active; in the data active means inhibition above about 12%;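 further: human Keap1 Kelch domain with fluorescein labeled Nrf2 9mer peptide probe; 0% = neutral control wells and 100% = peptide positive control; higher means more block of Keap1 binding to Nrf2 peptide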
NSD2 inh: inhibitors of human histone methyltransferase NSD2; O96028; 310,000 tested, 0.54% active; inhibition, % at 12.5 µM; NSD2 peptide methylation, AlphaScreen, 120 min; in the data active means inhibition above about 50%
C-LANA FP: blocks KSHV LANA C-terminal domain binding to DNA. MBP-C-LANA/FAM-LBS DNA binding, fluorescence polarization. inhibition, % at 9 µM. 340,000 tested, 0.078% active. AID 504423;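 active means highest replicate inhibition at or above 60% at 9 µM, even if other replicates fall short; inactive means all replicates below 60% inhibition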;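 further: 0% = neutral control wells and 100% = 4 µM acridine orange control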
CDK5 p35 inh: CDK5/p35 (human) kinase inhibition | Recombinant CDK5/p35, ADP-Glo luminescence, 60 min | inhibition, % at 10 µM | 330,000 tested, 0.01% active;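 active means highest replicate inhibition of at least 50% and at least 75% of replicates reaching 50%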;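 further: plate controls were DMSO neutral control for no effect and GW8510 at 10 µM for full effect; many of its hits are not listed in these tables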
dFosB act: enhances mouse delta FosB homodimer DNA binding; P13346; purified delta FosB, TAMRA-CDK5 oligo fluorescence polarization; percent of positive-control signal above neutral wells; activation, % at 25 µM; 340,000 tested, 0.99% active; AID 493131;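 active means mean activation above about 17%, with every replicate also reaching it, limit read from the data, passing the limit was not always enough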;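 further: fluorescence polarization rise as delta FosB binds a TAMRA Cdk5 AP-1 oligo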
cardiac RTF act: cardiac RTF calcium sensitization; P19429+P45379; IANBD-labeled TnC RTF fluorescence at EC20 calcium; 0% EC20 calcium, 100% full calcium; activation, % at 7.2 µM; 340,000 tested, 0.24% active; AID 493008;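 active means activation above the mean over all tested compounds plus 3 SD, cut at about 30% in these data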;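 further: rise in fluorescence read as greater calcium sensitivity of cardiac thin filaments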
RTF Ca sens inh: cardiac RTF calcium desensitization | P19429+P45379 | IANBD-labeled cardiac RTF, Ca2+ fluorescence | inhibition, % at 7.15 µM | 340,000 tested, 0.12% active | AID 493244;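 active means inhibition above the mean inhibition of all tested compounds plus 3 SD, cut at about 17% in these data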;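 further: assay run at fixed EC70 calcium of 1.6 mM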
PvdQ acylase: blocks Pseudomonas aeruginosa PvdQ acylase activity. purified PvdQ acylase, fluorescence plate reader. inhibition, % at 10 µM. 340,000 tested, 0.063% active. AID 488965; in the data active means inhibition above about 30%, passing the limit was not always enough;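 further: 0% = vehicle neutral wells and 100% = reference inhibitor wells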
Rtt109 Vps75: blocks Candida albicans Rtt109/Vps75 acetyltransferase activity; purified Rtt109/Vps75, ThioGlo CoA-SH fluorescence, 4 h; inhibition, % at 34.9 µM; 330,000 tested, 0.16% active; AID 540336;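 active means inhibition of at least 50% in every replicate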
Mot1-301 SUMO: inhibitors of SUMOylation pathway: yeast Mot1-301 growth rescue; 320,000 tested, 1% active; growth rescue, % at 18.8 µM; S. cerevisiae Mot1-301 growth rescue, ATP luminescence, 38.5C; percent above DMSO median, 100 means doubled;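 active means every valid replicate shows activation above 250% relative to neutral control wells; inactive means the rest, any valid replicate at or below 250%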;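 further: OY570 slx delta 5 strain wells were the positive control but not used for scaling; some compounds called inactive have numbers as strong as hits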
PfHsp90 yeast 2: inhibits growth of yeast expressing Plasmodium falciparum Hsp90 | AID 504621 | inhibition, % at 9.4 µM | S. cerevisiae expressing PfHsp90, BacTiter-Glo ATP, 48 h; yeast lacking PDR1 and PDR3 efflux regulators | 310,000 tested, 0.32% active;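 active means every replicate shows inhibition above about 80%, whatever the replicate mean, limit read from the data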;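 further: 0% = DMSO neutral controls and 100% = 20 µM radicicol positive controls; yeast relying on Plasmodium falciparum Hsp90 in place of its own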
* marks the source's active call; other numbers are inactive results; · = no result given.

canonical_smiles	Keap1-Nrf2 PPI	NSD2 inh	C-LANA FP	CDK5 p35 inh	dFosB act	cardiac RTF act	RTF Ca sens inh	PvdQ acylase	Rtt109 Vps75	Mot1-301 SUMO	PfHsp90 yeast 2
CCCC(C)NC(=O)CN1C(=O)NC2(CCc3ccccc32)C1=O (stereo not given)	-2	-2	1.4	-0.4	2	2	-2	-7	-6	-31	-13
COc1ccc(N2C(=O)c3cccc4cccc(c34)C2=O)nn1	-1	0	-0.1	0.1	11	4	-6	-4	3	-6	-6
O=C(CNC(=O)c1cccs1)NCCN1CCN(c2ccccc2F)CC1	-2	21	-0.8	2.2	3	0	8	-2	5	-2	-4
CC(=O)c1ccc(N2CCN(C(=O)C(=O)c3c(C)[nH]c4ccccc34)CC2)cc1	0	3	0.5	0.3	-14	-2	-4	-9	9	-5	6
CN(Cc1ccccc1)C(=O)c1ccc2c(c1)OCCO2	1	1	-0.2	2.6	0	6	-6	5	-9	-37	-8
O=C(O)/C=C/C(=O)NNC(=O)c1cccc(Br)c1	-8	0	0.1	-0.1	2	-2	2	-11	-6	-21	45
O=C1CC(c2ccc(O)c(O)c2)Oc2c1ccc(O)c2O (stereo not given)	-2	·	97*	1.9	-7	-6	-1	-14	10	-11	-1
COc1ccc(C(OC(=O)c2cccs2)C(=O)NCC2CCCO2)cc1 (stereo not given)	3	3	-0.2	-1.6	-1	-5	-4	0	-1	36	-38
C/C(N)=C(/C#N)C(=O)COC(=O)Cc1coc2cc(C)ccc12	1	0	2.4	-0.7	-3	-4	2	-4	4	-9	·
CC(C)CC(C(=O)O)N(Cc1ccccc1)Cc1ccccc1 (stereo not given)	-1	1	-0.3	-3.4	0	1	-6	-11	0	237	9
Cn1c(SCCN2CCCC2)nnc1C1CCN(S(=O)(=O)c2ccc(F)cc2)CC1	-2	-1	-1.7	0.7	9	-2	-3	-15	-1	-3	-33
Cc1ccc2nc(SCC(=O)Nc3cccc(F)c3)nc(=O)n2c1	2	-2	0.0	-0.9	6	10	7	-1	-3	-9	22
CC(C1CCN(Cc2nc(C3CC3)no2)CC1)N1CCOCC1 (stereo not given)	2	·	0.0	3.2	-6	4	-14	4	25	16	2
Cc1ccc(C(=O)Nc2cccc(C(=O)NC3CCCCC3)c2)cc1	-1	0	-0.3	0.3	-1	-2	-5	-12	-2	3	5
C=C(C)CN=c1scc(C)n1/N=C/c1ccco1	-4	-2	0.0	-0.4	-5	4	-7	-11	-6	-1	-22

The list continues.
canonical_smiles	Keap1-Nrf2 PPI	NSD2 inh	C-LANA FP	CDK5 p35 inh	dFosB act	cardiac RTF act	RTF Ca sens inh	PvdQ acylase	Rtt109 Vps75	Mot1-301 SUMO	PfHsp90 yeast 2
CC(=O)c1ccc(OCc2cc(C(=O)N3CCC(Oc4ccccc4C)CC3)no2)cc1	-6	-4	-0.9	-0.2	-18	-1	-3	-10	-5	-1	-14
O=C(CN(C(=O)CNS(=O)(=O)c1ccccc1)C1CCCC1)NCc1ccco1	-5	2	-0.1	-1.2	-4	8	-6	-22	-1	-14	10
COc1ccc(-c2cc(C(F)(F)F)c3c(=O)n(-c4ccccc4)[nH]c3n2)cc1	2	12	2.1	-1.2	-10	-1	-11	-4	·	191	·
Cc1nc(NCc2cccnc2)c2c3c(sc2n1)CCCC3	-8	-3	2.0	0.3	-4	·	·	-11	-2	-6	19
Cc1cccc(C(CC(=O)O)NC(=O)C(F)(F)F)c1 (stereo not given)	5	1	0.3	-0.2	1	6	-9	-7	·	-4	17
COc1ccc(-c2cc(C(F)(F)F)n3nc(C(=O)NCc4ccco4)cc3n2)cc1	-1	·	-0.1	0.0	-16	11	7	1	4	8	1
CC(C)(C)OC(=O)NCCCC[C@H](NC(=O)c1nc[nH]c1C(=O)N1CCN(c2ccccc2)CC1)C(=O)OC(C)(C)C	-5	·	-1.1	2.0	2	-10	5	12	5	-10	7
N#CCn1c(CN2CCCC2)nc2ccccc2c1=O	-7	0	-1.4	-0.1	-2	-5	-1	-12	-3	15	21
Cc1ccccc1-c1nc2ccc(Cl)cc2c(=O)n1O	2	-2	-1.8	-1.6	0	-1	6	-3	-3	613*	-15
COc1ccc(C(=O)NCc2nnc(SCC(=O)N3CCc4ccccc43)n2CCc2ccccc2)cc1	-4	-1	-0.4	-1.3	-9	0	-6	-9	3	-12	3
CCn1c(CSCc2ccc(F)cc2)nnc1SCC(=O)NCc1ccccc1	-1	3	0.3	-0.7	-9	-5	-7	-9	1	924*	-17
C=CCNC(=O)CCCOc1cccc(C)c1	1	-3	-1.3	1.1	4	3	-6	-5	-1	5	-8
O=C(NC(=S)Nc1ccc(N2CCOCC2)c(Cl)c1)c1cccs1	-4	-2	-0.6	-0.8	4	5	3	-15	-5	8	-11
C=CCOc1ccccc1CNCc1ccc(F)cc1	-8	-3	2.0	-2.3	-7	0	-10	-10	-8	-1	-35
CCN(CC)c1ccc(C=C2C(=O)OC(C)(C(C)(C)C)OC2=O)cc1 (stereo not given)	-4	3	0.3	0.0	15	6	-6	1	-3	0	-15

(cont.)
canonical_smiles	Keap1-Nrf2 PPI	NSD2 inh	C-LANA FP	CDK5 p35 inh	dFosB act	cardiac RTF act	RTF Ca sens inh	PvdQ acylase	Rtt109 Vps75	Mot1-301 SUMO	PfHsp90 yeast 2
COC(=O)c1ccc(CNC(=O)c2coc3ccccc3c2=O)cc1	2	-2	1.1	-4.3	-8	0	-13	-15	-4	-10	29
C[C@H](NC(=O)N1CCn2c1nc1ccccc12)C(=O)NCc1ccc2c(c1)OCO2	1	-4	0.1	0.2	-3	-2	-7	0	15	46	-16
CN(C)c1ccc(C(C#N)c2ccc(Cl)cc2)nn1 (stereo not given)	0	-5	-2.0	-0.4	1	3	4	5	-4	-9	-3
COc1ccccc1N1CCN(C(c2cccs2)C(C)NC(=O)c2ccco2)CC1 (stereo not given)	4	2	0.5	1.2	-1	-3	3	-1	1	2	-3
COCCCNC(=O)CSc1nc2ccccc2c(=O)n1CCC(=O)NCCc1ccc(OC)c(OC)c1	·	6	·	0.1	1	-1	-2	-6	0	15	·
O=C1N=C(N2CCCC2C(=O)O)S/C1=C\c1ccco1 (stereo not given)	6	6	6.6	-0.7	0	·	·	5	17	3	-20
CC(C)CCNc1nc(N)c([N+](=O)[O-])c(NCC2CCCO2)n1 (stereo not given)	7	9	0.9	-0.5	0	-3	7	-2	4	-13	-15
CC(C)Sc1ncnc2c1oc1ccccc12	-2	2	-0.1	-1.4	-17	3	-7	1	-5	28	-45
CC1CN(C2CCN(C(=O)c3ccccc3Cl)CC2)CC(C)O1 (stereo not given)	-2	1	0.9	0.0	-3	-1	2	-3	-4	75	0
O=C(/C=C/c1cccc([N+](=O)[O-])c1)NCCSCc1ccccc1Cl	-2	-3	-1.2	0.6	-8	3	4	21	5	5	-4
O=C(CSc1nc2ccc(Cl)cc2[nH]1)NC1CCCc2ccccc21 (stereo not given)	5	0	-0.3	-1.4	19*	-6	-6	-12	-7	-3	-8
O=C(Cn1cc([N+](=O)[O-])cn1)Nc1cccnc1	-2	-6	-2.2	-0.2	-6	2	-11	-20	-8	7	-2
COc1ccc(N2C(=O)/C(=C/c3cccnc3)NC2=S)cc1	-1	-1	0.2	-1.7	5	-2	-26	-15	-2	8	4
CC(C)Cc1nnc(NC(=O)c2ccncc2)s1	-2	7	0.4	-1.1	2	-7	-4	3	-3	4	-20
CCOC(=O)CC1(NC(=O)c2cc(COc3cccc(OC)c3)on2)CCCCC1	-2	-7	-2.6	-1.9	-7	0	2	-17	-11	0	3

Next results.
canonical_smiles	Keap1-Nrf2 PPI	NSD2 inh	C-LANA FP	CDK5 p35 inh	dFosB act	cardiac RTF act	RTF Ca sens inh	PvdQ acylase	Rtt109 Vps75	Mot1-301 SUMO	PfHsp90 yeast 2
Cc1ccccc1-n1nc2c(c1NC(=O)CCCl)CSC2	-3	0	0.6	0.6	-9	-2	-12	-1	-7	-14	-10
CCC(NC(=O)c1cc(COc2c(F)cccc2F)on1)c1ccncc1 (stereo not given)	-5	-1	0.3	0.4	-14	-2	6	-6	-5	6	46
NC(=O)CSc1nnc(-c2cnccn2)n1-c1ccccc1	-1	0	1.2	0.9	6	5	4	-1	2	3	-5
CC(C)OCCCNC(=O)c1ccc(C2SCC(=O)N2Cc2ccco2)cc1 (stereo not given)	-3	-2	-0.1	-0.4	-6	1	-10	-6	-9	-8	·
Cc1cc(C)nc(SCC(=O)Nc2ncc(Cc3ccc(Cl)c(Cl)c3)s2)n1	4	3	1.1	0.9	0	-11	-2	6	42	-4	-21
Cc1nc(NC(=O)COC(=O)c2ccc(S(=O)(=O)N3CCc4ccccc4C3)cc2)c(Cl)cc1Cl	-2	-2	1.5	-0.2	-3	4	-7	-10	-3	7	-21
Cc1ccc(C)n1-c1ccc(-n2cnnn2)cc1	2	-1	2.3	-0.9	-14	4	-9	13	10	-1	·
CCN(c1ccccc1)S(=O)(=O)c1ccc(NC(=O)c2ccco2)cc1	-1	-1	-0.4	0.1	-11	-3	-3	4	-3	-11	·
COc1cccc(CC2(CO)CCCN(Cc3cn(C)c4ccccc34)C2)c1 (stereo not given)	3	4	0.8	-0.4	-8	-1	-6	5	16	-18	·
CC(C)=CCCC(C)CCO (stereo not given)	0	·	-0.6	1.5	-1	7	0	-13	0	·	4
CCOC(=O)C1C(=O)C=C(c2ccc(C)cc2)CC1c1ccc([N+](=O)[O-])cc1 (stereo not given)	0	-4	0.0	-0.4	-3	-1	9	8	0	·	-3
Brc1ccc(OCc2ccccc2)c(CNCC2CCCO2)c1 (stereo not given)	-3	2	0.3	1.0	-4	0	0	-18	-14	129	11
Cc1nn(-c2cc(N3CCCC3)ccc2[N+](=O)[O-])c(=O)c2ccccc12	0	2	-2.5	-1.3	-10	-3	0	4	9	·	9
O=C(COc1ccccc1Br)NC1CC1	-7	-1	-1.1	-2.3	-6	-3	-8	-3	-1	-6	-2
Cc1cc(N2CCOCC2)nc2ccc(NC(=O)CCC(=O)N3CCCCC3)cc12	1	-3	-1.4	0.7	-11	1	-6	-5	-4	117	22

Next section:
canonical_smiles	Keap1-Nrf2 PPI	NSD2 inh	C-LANA FP	CDK5 p35 inh	dFosB act	cardiac RTF act	RTF Ca sens inh	PvdQ acylase	Rtt109 Vps75	Mot1-301 SUMO	PfHsp90 yeast 2
CCOc1cc2[nH]c(=S)n(C3CC3)c(=O)c2cc1OCC	-1	35	1.6	2.4	-10	8	4	-12	2	-1	7
CSc1ccc(C=NNc2ccc(S(=O)(=O)Nc3ccccc3C(=O)O)cc2[N+](=O)[O-])cc1	-4	3	2.9	0.3	-11	-2	-3	-4	3	0	-1
CC(C)C(=O)Nc1nnc(SCC(=O)N2c3ccccc3CC2C)s1 (stereo not given)	-1	0	-0.9	-0.3	-8	5	7	1	7	0	·
C#CCOCCOCCOCCNc1nc(N2CCN(C(=O)[C@H](CCC(=O)O)n3cc(CN)nn3)CC2)nc(N2CCN(C(=O)[C@H](CCC(=O)O)n3cc(CN)nn3)CC2)n1	-3	·	1.2	-0.4	0	0	-3	-9	-3	-23	-10

From PubChem

Rows are unselected (roughly 3.2% active in at least one column).
